VEEV TC-83 Vero = inhibitors of VEEV TC-83 cytopathic effect, confirmation, Vero cells (AID 588727) | Vero cells, VEEV TC-83 cytopathic effect inhibition; higher % means a stronger effect | inhibition, % at 20 µM, or IC50 in µM where a hit was titrated | 350,000 compounds, 0.13% hits; in the data active = a potency from the dose series; inconclusive = inhibition mostly from about 14% at the one dose, without a potency; inactive = the rest, 99 in 100 with inhibition below about 12%; note: strong numbers were not always called active
M. tuberculosis = growth inhibition of non-replicating M. tuberculosis (AID 488890). Mycobacterium tuberculosis non-replicating, growth inhibition; higher % means a stronger effect. one-dose inhibition, % at 25 µM; IC50 in µM for titrated hits. 320,000 compounds, 0.39% hits; in the data active = a potency from the dose series; inconclusive = inhibition mostly from about 82% at the one dose, without a potency; inactive = the rest, 99 in 100 with inhibition below about 76%;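 note: plate controls were DMSO cells for no effect and high antibiotic wells for full effect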
influenza NS1A = NS1A inhibition, H1N1 influenza, cell based functional assay (AID 504329); 340,000 compounds, 0.3% hits; NS1A functional cell-based assay, percent inhibition; higher % means a stronger effect; inhibition, % at 12.5 µM; hits with a dose series show IC50 in µM; in the data active = a potency from the dose series; inconclusive = inhibition above about 27% without an active follow-up result; note: strong numbers were not always called active
Salmonella PhoP GFP = Inhibition of PhoP regulon, Salmonella typhi GFP reporter cells, confirmation, 4 h (AID 1850); Salmonella Typhi PhoP-promoter GFP reporter, fluorescence, 4 h; higher % means a stronger effect; inhibition, % at 50 µM, or IC50 in µM where a hit was titrated; 310,000 compounds, 0.33% hits; in the data active = a potency from the dose series; inconclusive = inhibition mostly from about 25% at the one dose, without a potency; inactive = the rest, 99 in 100 with inhibition below about 19%;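 note: 0% = induced wells with vehicle and 100% = uninduced wells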
M. tuberculosis HTS = M. tuberculosis growth inhibition, HTS (AID 449762); M. tuberculosis H37Rv growth inhibition, 7H9 media; higher % means a stronger effect; inhibition, % at 25 µM, or IC50 in µM where a hit was titrated; 330,000 compounds, 0.59% hits; in the data active = a potency from the dose series; inconclusive = inhibition above about 70% without an active follow-up result;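 note: bacterial growth assessed after seven days of incubation; strong numbers were not always called active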
* = called active by the depositor.

Screening COCCCNc1ncnc2c1sc1nc(-c3ccco3)c3c(c12)CC(C)(C)OC3 returned VEEV TC-83 Vero 7.0%, M. tuberculosis 33%, influenza NS1A 2%, Salmonella PhoP GFP 4% and M. tuberculosis HTS 9%.
For O=C(C[n+]1cc(-c2ccccc2)n2c1CCC2)N1c2ccccc2Sc2ccccc21 the results were VEEV TC-83 Vero 0.6%, M. tuberculosis 49%, influenza NS1A -2%, Salmonella PhoP GFP 14% and M. tuberculosis HTS inconclusive.
Screening COCCN(C(=O)Cn1nnc2ccccc21)C(C(=O)NC1CCCC1)c1ccc(OC)cc1OC (stereo not given) returned VEEV TC-83 Vero inactive, M. tuberculosis 9%, influenza NS1A -10%, Salmonella PhoP GFP -6% and M. tuberculosis HTS -1%.
`C/C(Cl)=C/CSc1nc2c(c(=O)[nH]c(=O)n2C)n1C(C)C` gave VEEV TC-83 Vero 1.5%, M. tuberculosis -10%, influenza NS1A 6%, Salmonella PhoP GFP 7% and M. tuberculosis HTS -9%.
Screening Cn1c(O)c(N=NC(=N)N)c2ccccc21 returned VEEV TC-83 Vero inactive, M. tuberculosis -8%, influenza NS1A -28%, Salmonella PhoP GFP -7% and M. tuberculosis HTS -7%.
CC1=Nn2c(nnc2-c2ccccc2Cl)SC1 was read as VEEV TC-83 Vero 2.8%, M. tuberculosis 25%, influenza NS1A -6%, Salmonella PhoP GFP -12% and M. tuberculosis HTS -2%.
CCOC(=O)c1c(NC(=O)CSc2nc3nc(C)cc(C)n3n2)sc(CC)c1C was read as VEEV TC-83 Vero inactive, M. tuberculosis 0%, influenza NS1A 4%, Salmonella PhoP GFP 1% and M. tuberculosis HTS 4%.
NS(=O)(=O)c1ccc(NC(=O)NC2CCCCC2)cc1 was read as VEEV TC-83 Vero inactive, M. tuberculosis -1%, influenza NS1A -2%, Salmonella PhoP GFP -4% and M. tuberculosis HTS 0%.
Screening O=C(CNC(=O)c1sc2ccccc2c1Cl)Nc1ccccc1F returned VEEV TC-83 Vero 2.8%, M. tuberculosis -1%, influenza NS1A -13%, Salmonella PhoP GFP -10% and M. tuberculosis HTS -1%.
`COCCn1c(N/N=C(C)/C=C/c2ccccc2)nc2c1c(=O)[nH]c(=O)n2C` gave M. tuberculosis 21%, Salmonella PhoP GFP -8% and M. tuberculosis HTS 3%.
For CCOC(=O)C1(Cc2cccc(OC)c2)CCN(C2CCOCC2)CC1 the results were VEEV TC-83 Vero inactive, M. tuberculosis -2%, influenza NS1A -3%, Salmonella PhoP GFP 9% and M. tuberculosis HTS -11%.
`C#CCNC(=O)C1=C[C@H](c2coc3ccccc3c2=O)C[C@H](OCc2ccc(CO)cc2)O1` gave VEEV TC-83 Vero 0.4%, M. tuberculosis 15%, influenza NS1A -11%, Salmonella PhoP GFP -14% and M. tuberculosis HTS -4%.
O=C1CCc2cc(S(=O)(=O)NC(Cc3ccccc3)C(=O)NC3CCCC3)ccc2N1 (stereo not given) was read as VEEV TC-83 Vero 0.3%, influenza NS1A 4%, Salmonella PhoP GFP -8% and M. tuberculosis HTS 2%.
Screening CC(C)CC(NC(=O)C1CCC(C)CC1)C(=O)Nc1ccccn1 (stereo not given) returned VEEV TC-83 Vero 1.9%, M. tuberculosis -3%, influenza NS1A -3%, Salmonella PhoP GFP -2% and M. tuberculosis HTS -1%.
CN(C)c1ccc(CN2CCCCCC2)cc1 was read as VEEV TC-83 Vero inactive, M. tuberculosis -15%, influenza NS1A 20%, Salmonella PhoP GFP -10% and M. tuberculosis HTS -8%.
`O=C(CCc1nc2ccccc2c(=O)[nH]1)NCCN1C(=O)S/C(=C\c2ccc(OC(F)F)cc2)C1=O` gave VEEV TC-83 Vero 6.5% and influenza NS1A -4%.
For S=c1[nH]nc(-c2ccc(Cl)cc2Cl)n1-c1ccc(Cl)cc1 the results were VEEV TC-83 Vero 0.8%, M. tuberculosis -18%, influenza NS1A -1%, Salmonella PhoP GFP -2% and M. tuberculosis HTS 4%.
For NNC(=O)C1CCN(S(=O)(=O)c2ccc(Cl)cc2)CC1 the results were VEEV TC-83 Vero 83%, M. tuberculosis 1%, influenza NS1A -7%, Salmonella PhoP GFP 15% and M. tuberculosis HTS -2%.
`COc1ccc(-c2nnn(CCc3nn[nH]n3)n2)cc1OC` gave VEEV TC-83 Vero 1.6%, M. tuberculosis 0%, influenza NS1A -2%, Salmonella PhoP GFP -8% and M. tuberculosis HTS 4%.
CSc1ncccc1C(=O)OCC(=O)NC(C)C was read as VEEV TC-83 Vero 1.7%, M. tuberculosis -2%, influenza NS1A -5%, Salmonella PhoP GFP -7% and M. tuberculosis HTS 4%.
For CC(=O)Nc1ccc(NC(=O)CSc2nnc(-c3cccnc3)o2)cc1 the results were VEEV TC-83 Vero 1.8%, M. tuberculosis -18%, influenza NS1A -2%, Salmonella PhoP GFP -6% and M. tuberculosis HTS -5%.
`COc1cccc(C(=O)N(CN2CCCC2=O)c2cccc(Cl)c2)c1` gave VEEV TC-83 Vero inactive, M. tuberculosis 6%, influenza NS1A 21%, Salmonella PhoP GFP -5% and M. tuberculosis HTS 6%.
`Cc1ccc(/C([O-])=C(/C(=S)NCc2ccco2)[n+]2ccccc2)cc1` gave M. tuberculosis 3%, Salmonella PhoP GFP -8% and M. tuberculosis HTS -4%.
Screening CCOc1ccc(CCNC(=O)Cn2c(=O)c3cccn3c3cccnc32)cc1 returned VEEV TC-83 Vero 2.9%, M. tuberculosis -14%, influenza NS1A -3%, Salmonella PhoP GFP -6% and M. tuberculosis HTS -9%.
Screening COCCN1Cc2cccc(C(=O)Nc3ccc(C)cc3)c2C1=O returned VEEV TC-83 Vero 1.4%, M. tuberculosis 68%, influenza NS1A 4%, Salmonella PhoP GFP 3% and M. tuberculosis HTS 2%.
Screening Cc1ccc(NC(=O)N2CCCC(C(=O)O)C2)cc1 (stereo not given) returned VEEV TC-83 Vero inactive, M. tuberculosis -7%, influenza NS1A -14%, Salmonella PhoP GFP 5% and M. tuberculosis HTS 7%.
C=CC[C@@H](Cc1ccc(F)cc1)C(=O)OC[C@@H]1CCCN1C(=O)[C@H](CC=C)CC(=O)NCCO was read as VEEV TC-83 Vero inactive, M. tuberculosis 8%, influenza NS1A 4% and M. tuberculosis HTS 0%.
Screening CN(C)c1ccc(CNc2ncc(Br)cc2Br)cc1 returned VEEV TC-83 Vero 4.3%, M. tuberculosis 0%, influenza NS1A -7%, Salmonella PhoP GFP 2% and M. tuberculosis HTS 4%.
`N#Cc1ccc(OCC(=O)OCC(=O)c2ccccc2)cc1` gave VEEV TC-83 Vero 3.1%, M. tuberculosis 3%, influenza NS1A -6% and M. tuberculosis HTS 6%.
O=C(CCC1CCCC1)N1CCN(C(=O)COc2ccccc2)CC1 was read as VEEV TC-83 Vero 1.3%, M. tuberculosis 9%, influenza NS1A -9%, Salmonella PhoP GFP -1% and M. tuberculosis HTS -8%.
For Cc1c[n+]([O-])cc(C)c1[N+](=O)[O-] the results were VEEV TC-83 Vero 0.1% and influenza NS1A 4%.
Screening COc1ccc(-c2ccc(C#N)c(SCC(=O)NC3CC3)n2)cc1OC returned VEEV TC-83 Vero 1.7%, M. tuberculosis -9%, influenza NS1A 13%, Salmonella PhoP GFP -3% and M. tuberculosis HTS -6%.
For NS(=O)(=O)c1ccc(CNC(=O)CNC(=O)Cc2ccccc2)cc1 the results were VEEV TC-83 Vero 1.8%, M. tuberculosis 9%, influenza NS1A -3%, Salmonella PhoP GFP 2% and M. tuberculosis HTS 7%.
For CCOC(=O)C(=O)N1CCN(c2ccccc2OC)CC1 the results were VEEV TC-83 Vero 1.5%, M. tuberculosis 2%, influenza NS1A 3%, Salmonella PhoP GFP 9% and M. tuberculosis HTS -6%.
Screening c1ccc(-c2ccc3ccccc3n2)cc1 returned VEEV TC-83 Vero 0.7%, M. tuberculosis 13%, influenza NS1A -10%, Salmonella PhoP GFP 16% and M. tuberculosis HTS 0%.
COc1ccc(OCC(=O)N/N=C(\C)c2ccc(-n3ccnc3)cc2)cc1 was read as VEEV TC-83 Vero inactive, M. tuberculosis -3%, influenza NS1A -10%, Salmonella PhoP GFP -6% and M. tuberculosis HTS -11%.
For NC(=O)SCC(=O)Nc1ccc(Cl)cc1 the results were VEEV TC-83 Vero 9.2%, M. tuberculosis 16%, influenza NS1A 15%, Salmonella PhoP GFP 14µM* and M. tuberculosis HTS 1%.
For Oc1c(Br)cc(Br)cc1C=Nc1ccc2c(c1)OCCO2 the results were VEEV TC-83 Vero 0.4%, M. tuberculosis inconclusive, influenza NS1A -10%, Salmonella PhoP GFP -25% and M. tuberculosis HTS 56%.
`CC1(C)Cc2ccccc2-c2nnc(SCC(=O)Nc3nc4ccccc4s3)n21` gave VEEV TC-83 Vero 3.4%, M. tuberculosis 11%, influenza NS1A -3%, Salmonella PhoP GFP 10% and M. tuberculosis HTS -6%.
Screening Cc1ccc(NC(=O)c2cnn(-c3ccccc3)c2C)c(C)c1 returned VEEV TC-83 Vero 3.7%, M. tuberculosis 66%, influenza NS1A -6%, Salmonella PhoP GFP -6% and M. tuberculosis HTS -7%.

Part of the list above in order of SMILES length, rising:
For NC(=O)SCC(=O)Nc1ccc(Cl)cc1 the results were VEEV TC-83 Vero 9.2%, M. tuberculosis 16%, influenza NS1A 15%, Salmonella PhoP GFP 14µM* and M. tuberculosis HTS 1%.
For CCOC(=O)C(=O)N1CCN(c2ccccc2OC)CC1 the results were VEEV TC-83 Vero 1.5%, M. tuberculosis 2%, influenza NS1A 3%, Salmonella PhoP GFP 9% and M. tuberculosis HTS -6%.
For Oc1c(Br)cc(Br)cc1C=Nc1ccc2c(c1)OCCO2 the results were VEEV TC-83 Vero 0.4%, M. tuberculosis inconclusive, influenza NS1A -10%, Salmonella PhoP GFP -25% and M. tuberculosis HTS 56%.
Screening Cc1ccc(NC(=O)c2cnn(-c3ccccc3)c2C)c(C)c1 returned VEEV TC-83 Vero 3.7%, M. tuberculosis 66%, influenza NS1A -6%, Salmonella PhoP GFP -6% and M. tuberculosis HTS -7%.
Screening COc1ccc(-c2ccc(C#N)c(SCC(=O)NC3CC3)n2)cc1OC returned VEEV TC-83 Vero 1.7%, M. tuberculosis -9%, influenza NS1A 13%, Salmonella PhoP GFP -3% and M. tuberculosis HTS -6%.

(more compounds)
`CCOC(=O)c1cc(NC(=O)Cc2ccc(S(=O)(=O)N3CCOCC3)s2)cc(C(=O)OCC)c1` gave VEEV TC-83 Vero 6.9%, M. tuberculosis 4%, influenza NS1A -2%, Salmonella PhoP GFP 5% and M. tuberculosis HTS inconclusive.
Screening Cc1nc2sc3c(c2c(=O)[nH]1)CCCCC3 returned VEEV TC-83 Vero 0.5%, M. tuberculosis 7%, influenza NS1A -4%, Salmonella PhoP GFP -11% and M. tuberculosis HTS -4%.
Screening CC(C)(C)c1ccc(C(=O)CC(Sc2ccc(Cl)cc2)C(=O)O)cc1 (stereo not given) returned VEEV TC-83 Vero 33%, M. tuberculosis 67%, influenza NS1A 0%, Salmonella PhoP GFP 1% and M. tuberculosis HTS inconclusive.
`O=C(COC(=O)[C@@H]1CCCN1S(=O)(=O)c1ccc(Cl)cc1)NC12CC3CC(CC(C3)C1)C2` gave VEEV TC-83 Vero 2.4%, M. tuberculosis 33%, influenza NS1A -9%, Salmonella PhoP GFP -8% and M. tuberculosis HTS -1%.
C[C@H](CO)N1C[C@H](C)[C@@H](CN(C)S(=O)(=O)c2ccccc2)Oc2c(NC(=O)Cc3ccccc3)cccc2C1=O was read as VEEV TC-83 Vero 0.3%, M. tuberculosis -4%, influenza NS1A -2% and M. tuberculosis HTS -4%.
`Cc1sc2nc(CN3CCCC3)nc(N3CCN(S(=O)(=O)c4cccc(F)c4)CC3)c2c1C` gave VEEV TC-83 Vero 7.2%, M. tuberculosis 77%, influenza NS1A 1% and M. tuberculosis HTS -4%.
Screening Cc1ccc(C2(C)NC(=O)N(CC(=O)Nc3cccnc3Cl)C2=O)cc1 (stereo not given) returned VEEV TC-83 Vero 1.2%, M. tuberculosis 3%, influenza NS1A 0%, Salmonella PhoP GFP -4% and M. tuberculosis HTS 2%.
CCOC(=O)CN(Cc1ccc(OC)c(OC)c1)S(=O)(=O)c1ccc(OC)cc1 was read as VEEV TC-83 Vero 1.2%, M. tuberculosis -7%, influenza NS1A -7%, Salmonella PhoP GFP -1% and M. tuberculosis HTS 0%.
For CC(C)CC(NC(=O)C(Cc1ccc(OCc2ccccc2)cc1)NC(=O)OC(C)(C)C)C(N)=O (stereo not given) the results were VEEV TC-83 Vero 0.4%, M. tuberculosis 12%, influenza NS1A 8%, Salmonella PhoP GFP -10% and M. tuberculosis HTS -1%.
